phage Ecoli inh: E. coli growth loss with phage present. growth absorbance. inhibition, % at 11.9 µM. hit rate 0.26% among 360,000. AID 651602; in the data active means inhibition above about 11%
PfHsp90 yeast 2: growth inhibition of yeast expressing Plasmodium Hsp90; S. cerevisiae expressing PfHsp90, BacTiter-Glo ATP, 48 h; yeast lacking PDR1 and PDR3 efflux regulators; AID 504621; hit rate 0.32% among 310,000; inhibition, % at 9.4 µM;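 active means every replicate shows inhibition above about 80%, whatever the replicate mean, limit read from the data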;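 further: 0% = DMSO neutral controls and 100% = 20 µM radicicol positive controls; yeast relying on Plasmodium falciparum Hsp90 in place of its own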
DAGLB inh: diacylglycerol lipase beta (human) inhibition; Q8NCG7; inhibition, % at 5.17 µM; hit rate 0.059% among 340,000; HEK293T DAGLB membrane lysate, EnzChek fluorogenic substrate; in the data active means inhibition above about 34%;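 further: 0% = enzyme with vehicle and 100% = wells lacking enzyme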
Target sequence (Q8NCG7 whole entry, looked up): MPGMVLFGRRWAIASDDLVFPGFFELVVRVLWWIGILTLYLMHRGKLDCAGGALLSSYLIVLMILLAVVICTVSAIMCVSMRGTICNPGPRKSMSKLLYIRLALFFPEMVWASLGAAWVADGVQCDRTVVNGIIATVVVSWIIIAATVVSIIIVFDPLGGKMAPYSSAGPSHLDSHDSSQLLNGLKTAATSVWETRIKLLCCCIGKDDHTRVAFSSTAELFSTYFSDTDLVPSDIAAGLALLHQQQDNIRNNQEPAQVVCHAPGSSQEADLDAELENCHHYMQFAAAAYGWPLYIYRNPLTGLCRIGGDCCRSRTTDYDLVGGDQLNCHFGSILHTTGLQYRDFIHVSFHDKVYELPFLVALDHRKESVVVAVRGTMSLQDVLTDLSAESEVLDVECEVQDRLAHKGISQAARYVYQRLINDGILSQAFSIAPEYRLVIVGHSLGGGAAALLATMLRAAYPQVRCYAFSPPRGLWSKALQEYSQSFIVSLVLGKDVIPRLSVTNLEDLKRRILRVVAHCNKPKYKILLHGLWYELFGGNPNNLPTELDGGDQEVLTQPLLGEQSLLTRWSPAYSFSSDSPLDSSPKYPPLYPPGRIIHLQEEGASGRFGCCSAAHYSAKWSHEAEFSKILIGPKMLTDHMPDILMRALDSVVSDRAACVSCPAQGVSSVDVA
Rtt109 Vps75: blocks Candida albicans Rtt109/Vps75 acetyltransferase activity. Q5AAJ8. purified Rtt109/Vps75, ThioGlo CoA-SH fluorescence, 4 h. inhibition, % at 34.9 µM. hit rate 0.16% among 330,000;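 active means inhibition of at least 50% in every replicate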
Target sequence (Q5AAJ8 whole entry, looked up): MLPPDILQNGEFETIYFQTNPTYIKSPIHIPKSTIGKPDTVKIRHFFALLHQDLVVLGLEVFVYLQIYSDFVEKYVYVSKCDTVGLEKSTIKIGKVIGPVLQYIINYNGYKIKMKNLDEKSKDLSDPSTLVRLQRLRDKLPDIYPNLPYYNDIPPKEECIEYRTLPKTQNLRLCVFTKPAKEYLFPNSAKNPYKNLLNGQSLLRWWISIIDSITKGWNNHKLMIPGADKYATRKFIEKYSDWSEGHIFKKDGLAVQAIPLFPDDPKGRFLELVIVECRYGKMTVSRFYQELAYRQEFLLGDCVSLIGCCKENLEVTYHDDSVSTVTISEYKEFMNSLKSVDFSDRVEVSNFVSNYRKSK
Tat transport: E. coli Tat transport inhibition; E. coli MC4100 TorA-mCherry Tat export, fluorescence; inhibition, % at 10 µM; hit rate 0.036% among 340,000; AID 488895;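 active means mean replicate inhibition at least 50% and at least half of replicates individually reaching 50%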;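 further: exported cargo escapes ClpAP degradation while cytoplasmic cargo is degraded and loses fluorescence; 0% = median of neutral control wells and 100% = median of NaSCN control wells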
AddAB inh: less growth of phage-infected E. coli with AddAB. E. coli expressing H. pylori AddAB, absorbance growth. inhibition, % at 11.9 µM. hit rate 0.29% among 330,000. AID 435030; in the data active means inhibition above about 12%;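 further: 0% = vehicle wells of infected cells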
E coli growth: bacterial growth inhibition, counter-screen for AddAB inhibitors; inhibition, % at 11.9 µM; E. coli V3065 growth, OD600 absorbance, 18 h; hit rate 0.27% among 330,000;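 active means inhibition above the campaign's mean inhibition across all tested compounds plus 3 SD, cut at about 9.9% in these data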;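 further: uninfected addAB+ strain grown without phage in ampicillin broth; 0% = DMSO wells and 100% = ciprofloxacin 0.95 µg/ml wells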
Wnt bcat act: activates Wnt/beta-catenin signaling in a reporter cell assay. AID 743398. activation, % at 9.35 µM. activator, plate reader. hit rate 1.2% among 300,000; in the data active means activation above about 30%, passing the limit was not always enough;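 further: 0% = neutral control wells and 100% = positive control wells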
CAL PDZ inh: human CAL PDZ-peptide interaction inhibition; AID 504414; Q9HD26; purified CAL PDZ, TMR-peptide fluorescence polarization, 1 h; inhibition, % at 20 µM; hit rate 0.02% among 330,000;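 active means highest replicate inhibition of at least 40%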;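 further: plate controls were DMSO neutral control wells for no effect and unlabeled competitor peptide control wells for full effect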
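System: tagged CAL PDZ domain. Schedule: 1 h room-temperature incubation prior to read. Signal: fluorescence polarization (mP). Measure: percent inhibition from loss of millipolarization.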
PvdQ inh: blocks Pseudomonas aeruginosa PvdQ acylase activity; purified PvdQ acylase, fluorescence plate reader; inhibition, % at 10 µM; hit rate 0.063% among 340,000; AID 488965; in the data active means inhibition above about 30%, passing the limit was not always enough;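 further: 0% = vehicle neutral wells and 100% = reference inhibitor wells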
Numbers without * were called inactive; x = no result given; & = joins results of further samples.

item	canonical_smiles	phage Ecoli inh	PfHsp90 yeast 2	DAGLB inh	Rtt109 Vps75	Tat transport
1	O=C(NC(=O)c1c(F)cccc1F)Nc1cc(Cl)c(F)c(Cl)c1F	2.2	-30	-3	-3	-4
2	C/C=C(\C)C(=O)N[C@@H](c1ccccc1)[C@@H](O)C(=O)O[C@H]1C[C@@]2(O)[C@@H](OC(=O)c3ccccc3)C3[C@](C)(C(=O)[C@H](O)C(=C1C)C2(C)C)[C@@H](O)C[C@H]1OC[C@@]31OC(C)=O (stereo not given in full)	1.5	x	-1	14	-3
3	COc1cccc(CC(=O)N2CCN(Cc3cccc(Cl)c3)CC2)c1	2.0	11	-4	-4	4
4	CCC(=NCCO)c1c(O)n(-c2ccc(Cl)cc2)c(=O)[nH]c1=O	1.2	x	0	14	-6
5	CCOP(=O)(OCC)C(Cc1ccccc1)NC(C)=O (stereo not given)	1.9	15	-2	-1	-3
6	COc1ccccc1N1CCN(Cc2c(F)cccc2F)CC1	x	15	0	21	-5
7	Cc1ccc(N2C(=O)NC(=O)/C(=C/C=C/c3ccco3)C2=O)cc1	1.0	-4	3	5	-3
8	C/C(=N/OC(=O)N(C)C)c1ncc(C(F)(F)F)cc1N1CCOCC1	2.3	29	1	-24	-6

item	AddAB inh	E coli growth	Wnt bcat act	CAL PDZ inh	PvdQ inh
1	0.7	-1.2	-1	-0.1	8
2	4.7	0.7	-16	-0.6	-8
3	2.3	1.1	-3	-3.0	-10
4	0.5	-2.2	-1	0.1	6
5	-1.9	-2.5	-1	-1.5	-8
6	1.8	1.3	-1	-1.3	2
7	2.5	-3.1	x	-1.0	5
8	3.6	-1.9	-3	-0.1	-4

One compound at a time (already shown). Order of values: phage Ecoli inh | PfHsp90 yeast 2 | DAGLB inh | Rtt109 Vps75 | Tat transport | AddAB inh | E coli growth | Wnt bcat act | CAL PDZ inh | PvdQ inh
CCOP(=O)(OCC)C(Cc1ccccc1)NC(C)=O (stereo not given) in the list: 1.9 | 15 | -2 | -1 | -3 | -1.9 | -2.5 | -1 | -1.5 | -8
COc1ccccc1N1CCN(Cc2c(F)cccc2F)CC1 in the list: x | 15 | 0 | 21 | -5 | 1.8 | 1.3 | -1 | -1.3 | 2

The listing continues:
item	canonical_smiles	phage Ecoli inh	PfHsp90 yeast 2	DAGLB inh	Rtt109 Vps75	Tat transport
9	FC(F)(F)c1ccc2c(c1)NP(=S)(N1CCOCC1)c1nccn1-2 (stereo not given)	3.1	x	-2	-5	-5
10	COc1ccc(CCNCc2cccn2C)cc1	4.5	-4	1	-1	-6
11	CC1=CC(=C2C(=O)NC(=S)NC2=O)C=C(C(F)(F)F)N1Cc1ccccc1	2.1	-11	1	-6	4
12	c1cncc(CNC2CCCCC2)c1	-1.6	2	2	4	-5
13	CN1CCN(c2ccc([N+](=O)[O-])c(N3CCCCC3)c2)CC1	3.9	1	0	1	-9
14	NCC(CC(=O)O)C1CCCCC1 (stereo not given)	x	x	1	-4	-3
15	C[C@H]1CC[C@H]2NCCN[C@H]2C1	0.5	2	-4	56*	-4
16	Clc1ccc2c(c1)C(OC1CN3CCC1CC3)c1ccccc1CS2 (stereo not given)	3.2	-3	2	2	16

item	AddAB inh	E coli growth	Wnt bcat act	CAL PDZ inh	PvdQ inh
9	0.0	-0.4	-2	-4.0	-13
10	2.0	-1.6	3	-0.9	-12
11	-0.2	0.6	-3	8.0	-17
12	3.3	3.5	-2	0.5	-11
13	1.1	0.4	x	-2.2	-8
14	-1.7	-2.6	-2	-0.4	-6
15	1.2	1.1	8	-3.1	12
16	2.3	0.1	1	-1.7	-11

Additional compounds.
item	canonical_smiles	phage Ecoli inh	PfHsp90 yeast 2	DAGLB inh	Rtt109 Vps75	Tat transport
17	CCCCCn1c(=O)c(C(=O)Nc2ccccc2S(N)(=O)=O)c(O)c2ccccc21	6.4	-19	2	x	4
18	COc1ccc(-n2c(O)c(C(C)=Nc3ccc4c(c3)CCC4)c(=O)[nH]c2=O)cc1	3.9	x	x	x	x
19	CCN(CC)C(=O)c1ccc(NC(=O)c2cn(-c3ccccc3)nc2-c2ccc(OC)cc2)cc1	3.2	12	-2	6	5
20	CCOC(=O)C1=CC(=C2C(=O)N(CC)C(=S)N(CC)C2=O)c2ccccc2O1	2.0	x	x	x	x
21	O=C1CC(C(=O)N2CCC3(CC2)OCCO3)CN1CCc1ccccc1 (stereo not given)	3.1	2	-2	-3	4
22	Nc1ccc(Cc2ccc(N)cc2)cc1	0.2	14	3	-4	-2
23	Cc1cc(C)n2nc(C)[n+](C)c2n1	2.7	19	-2	1	-3
24	ClC1=C(Cl)C2(Cl)C3C(Cl)C=CC3C1(Cl)C2(Cl)Cl (stereo not given)	2.1	-24	0	7	-2

item	AddAB inh	E coli growth	Wnt bcat act	CAL PDZ inh	PvdQ inh
17	8.2	8.7	-1	0.6	4
18	6.4	0.2	3	x	x
19	-0.1	-0.8	2	-2.3	-12
20	6.1	3.4	-1	x	x
21	2.8	1.3	x	-0.6	-12
22	x	x	3	0.3	-11
23	1.2	-1.2	x	0.1	11
24	2.5	1.2	0	0.3	-14

Next section
item	canonical_smiles	phage Ecoli inh	PfHsp90 yeast 2	DAGLB inh	Rtt109 Vps75	Tat transport
25	C1=C(CCNCc2ccccc2)CCCC1	5.8	x	1	3	-5
26	c1ccc(C2(N3CCCCC3)CCCCC2)cc1	0.2	x	-1	-2	6
27	C=CCN=C(SCC(=O)c1ccc(Cl)cc1)c1c(O)n(C)c(=O)n(C)c1=O	2.4	2	-3	-12	-3
28	O=C(Cc1ccccc1)N1CCN(Cc2ccccc2Cl)CC1	3.2	-1	-10	-2	-6
29	CN1CCN(Cc2nc3ccccc3c(=O)[nH]2)CC1	3.8	4	-4	8	-11
30	CC(=O)c1ccc2c(c1)OCO2	2.6	-6	-1	-9	-7
31	COC(=O)C1=C(c2cccc(OC)c2OC)C[C@@H]2CC[C@H]1N2C(=O)NCCS(C)=O (stereo not given in full)	0.2	4	-4	6	3
32	Cc1cc(C)cc(N2C(=O)NC(=O)/C(=C/c3cccn3-c3ccc(Cl)cc3)C2=O)c1	2.5	-12	19	-18	-2

item	AddAB inh	E coli growth	Wnt bcat act	CAL PDZ inh	PvdQ inh
25	2.6	-0.9	x	-2.4	-7
26	-1.5	-2.2	1	0.9	-11
27	4.1	0.5	8	-2.3	-9
28	-1.1	-0.6	-2	-0.4	0
29	-0.7	-2.5	-1	0.1	7
30	3.5	2.0	0	-0.6	-4
31	1.3	-1.6	1	-0.1	-1
32	-0.4	-0.4	-34	-2.5	-6

More compounds.
item	canonical_smiles	phage Ecoli inh	PfHsp90 yeast 2	DAGLB inh	Rtt109 Vps75	Tat transport
33	NNC(=O)c1ccc(Cl)cc1	2.8	3	-4	3	4
34	Cc1ccc(N2C(=O)NC(=O)C(CCc3ccccn3)(Cc3ccc(F)cc3)C2=O)cc1 (stereo not given)	3.7	7	2	7	-7
35	CC(=NCCCn1ccnc1)c1c(O)n(-c2ccccc2)c(=O)[nH]c1=O	1.2	1	-1	16	15
36	Clc1ccc(N2CCNCC2)nn1	0.6	-19	4	1	4
37	COc1ccc(-c2nc(CS(=O)CC(=O)N3CCC4(CC3)OCCO4)c(C)o2)cc1 (stereo not given)	3.5	12	-1	-16	-9
38	CCC(=Nc1ccc(OC)cc1OC)c1c(O)[nH]c(=O)[nH]c1=O	2.1	11	2	-3	5
39	Cc1ccccc1-n1c(O)c(C(c2ccncc2)c2c(O)n(-c3ccccc3C)c(=O)[nH]c2=O)c(=O)[nH]c1=O	2.1&1.4	-8&-10	-1	1&32	-7&1
40	CNC(=O)Oc1ccc(-c2cn3cc(Cl)ccc3n2)cc1	-0.3	-4	-1	-2	2

item	AddAB inh	E coli growth	Wnt bcat act	CAL PDZ inh	PvdQ inh
33	-1.6	-1.9	0	-1.1	-5
34	-0.8	-2.1	-7	x	-13
35	2.9	1.9	2	-0.3	3
36	-0.1	1.9	3	-0.8	-11
37	1.0	0.6	14	0.1	2
38	0.1	-1.2	-2	-1.7	4
39	-0.9&1.6	0.5&-1.3	-1&0	-6.6&0.0	-9&-12
40	1.9	-3.0	x	-1.9	7

Continued:
item	canonical_smiles	phage Ecoli inh	PfHsp90 yeast 2	DAGLB inh	Rtt109 Vps75	Tat transport
41	CCCCCn1c(=O)c(C(=O)NCc2ccccc2)c(O)c2ccccc21	8.2	8	-26	-3	2
42	Cc1nn(Cc2ccccc2Cl)c(Cl)c1C(=O)OC(C(=O)NC(N)=O)C(C)C (stereo not given)	-0.1	41	1	1	4
43	CCCCCn1c(=O)c(C(=O)Nc2ncccc2C)c(O)c2ccccc21	-1.1	29	0	-6	0
44	O=C(C1c2ccccc2C(=O)N2CCc3ccccc3C12)N1CCC2(CC1)OCCO2 (stereo not given)	-0.9	x	-6	-6	0
45	CCCNC(=O)Cn1cnc2sc(C(=O)N3CCC4(CC3)OCCO4)c(C)c2c1=O	0.4	14	-1	-4	-9
46	CC(NCc1ccccc1Cl)C(O)c1ccccc1 (stereo not given)	-0.5	7	2	-1	-3
47	OC1/C(=C/c2ccc(Cl)cc2Cl)N2CCC1CC2 (stereo not given)	0.1	-1	-2	-7	1
48	Cc1cc(N2CCCC2)ccc1C=C(C#N)C#N	0.8	-20	-1	1	-1

item	AddAB inh	E coli growth	Wnt bcat act	CAL PDZ inh	PvdQ inh
41	4.1	-0.1	-2	-0.9	-6
42	1.2	-1.9	-1	0.7	2
43	0.7	3.1	-3	0.2	-23
44	2.9	1.4	x	0.5	-14
45	2.9	-1.0	-1	-0.3	-10
46	-0.4	-0.4	2	0.0	10
47	-0.9	-1.8	-1	-0.5	-9
48	2.3	0.5	11	9.0	-16

Look-ups from the list:
Reading of CCCNC(=O)Cn1cnc2sc(C(=O)N3CCC4(CC3)OCCO4)c(C)c2c1=O in CAL PDZ inh: -0.3
Reading of Cc1cc(N2CCCC2)ccc1C=C(C#N)C#N in DAGLB inh: -1

(more compounds)
item	canonical_smiles	phage Ecoli inh	PfHsp90 yeast 2	DAGLB inh	Rtt109 Vps75	Tat transport
49	Cc1cc(/C=C2/C(=O)NC(=O)N(c3ccccc3)C2=O)c(C)n1-c1ccc(F)cc1	1.3	0	5	6	0
50	CC1(C)N(O)C2CCCCC2N1O (stereo not given)	2.6	-31	0	-1	-4
51	Cc1ccc(NC(=O)c2ncn(CCCNCCN3CCOCC3)n2)cc1C	3.0	28	-4	5	1
52	COC(=O)C(O)(c1ccc(N=Cc2ccccc2O)c(C)c1)C(F)(F)F (stereo not given)	3.9	-38	-1	-1	-3

item	AddAB inh	E coli growth	Wnt bcat act	CAL PDZ inh	PvdQ inh
49	-0.3	0.5	x	-1.7	-4
50	3.2	-2.2	-1	-0.2	-12
51	x	x	-1	-0.2	6
52	2.1	-0.4	-5	-1.1	-20

Source: PubChem

Only part of the results is shown, so the mix of outcomes need not match the whole.
